Compound activity (PubChem BioAssay)
GPR151 activ = human GPR151 activation; AID 1508602; activation, % at 11.2 µM; PathHunter beta-arrestin GPR151 cells, luminescence; hit rate 1% among 650,000; in the data active means activation above about 4.9%;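 further: 0% = median of compound wells and 100% = cells with positive control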
Target sequence (Q8TDV0 whole entry, looked up): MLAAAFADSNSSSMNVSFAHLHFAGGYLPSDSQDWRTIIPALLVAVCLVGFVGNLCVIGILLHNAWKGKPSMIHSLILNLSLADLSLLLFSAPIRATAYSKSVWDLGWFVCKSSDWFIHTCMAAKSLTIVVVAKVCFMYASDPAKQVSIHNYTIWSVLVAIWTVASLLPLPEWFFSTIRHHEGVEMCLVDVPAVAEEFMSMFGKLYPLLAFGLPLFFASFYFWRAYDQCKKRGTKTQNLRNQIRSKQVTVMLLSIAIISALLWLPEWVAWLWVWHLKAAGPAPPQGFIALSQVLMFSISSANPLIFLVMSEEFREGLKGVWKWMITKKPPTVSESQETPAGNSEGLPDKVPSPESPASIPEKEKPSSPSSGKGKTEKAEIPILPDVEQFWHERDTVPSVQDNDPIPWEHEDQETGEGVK
TEAD-YAP inh = TEAD-YAP interaction inhibition; HEK-TIYL cells, TEAD-Gal4/YAP UAS-luciferase luminescence; inhibition, % at 9.12 µM; hit rate 1.4% among 640,000; in the data active means inhibition above about 32%;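 further: 0% = median of test compound wells and 100% = reference inhibitor wells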
FBW7 act = human FBW7 E3 ligase activation, primary screen; Q969H0; hit rate 0.13% among 650,000; AlphaScreen FBW7–phospho-cyclin E peptide binding, activator screen; normalized activity (activation), % at 26.1 µM; in the data active means normalized activity above about 1.9%;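 further: purified mutant Fbw7 with reduced substrate affinity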
MITF primary = blocks human microphthalmia-associated transcription factor; O75030; AlphaScreen MITF homodimerization, bead proximity signal; inhibition, % at 2.6 µM; hit rate 0.91% among 650,000; in the data active means inhibition above about 50%;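 further: 0% = vehicle wells with protein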
Target sequence (O75030 whole entry, looked up): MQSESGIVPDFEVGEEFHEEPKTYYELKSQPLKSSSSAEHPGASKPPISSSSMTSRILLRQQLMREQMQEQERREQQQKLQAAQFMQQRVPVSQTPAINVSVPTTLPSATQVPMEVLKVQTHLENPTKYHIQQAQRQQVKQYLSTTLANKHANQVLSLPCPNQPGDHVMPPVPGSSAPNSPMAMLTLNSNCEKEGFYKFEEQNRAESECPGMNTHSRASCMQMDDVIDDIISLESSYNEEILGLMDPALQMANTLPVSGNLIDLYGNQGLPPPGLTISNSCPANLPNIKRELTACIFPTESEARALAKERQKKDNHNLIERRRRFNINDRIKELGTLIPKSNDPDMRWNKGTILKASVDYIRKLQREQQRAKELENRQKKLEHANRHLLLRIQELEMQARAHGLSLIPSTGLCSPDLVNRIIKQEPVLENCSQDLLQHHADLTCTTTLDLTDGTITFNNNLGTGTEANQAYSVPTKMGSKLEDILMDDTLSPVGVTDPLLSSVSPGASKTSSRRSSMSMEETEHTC
Numbers without * were called inactive; & = joins results of further samples.

Start of the data: the first six entries, to show the layout:
1) O=C(NCc1ccco1)c1cc2n(n1)C(C(F)(F)F)CC(c1ccc(Br)cc1)N2 (centres undefined)
2) CCOc1ccccc1-n1c(SCC(=O)Nc2nccs2)nnc1-c1ccncc1
3) CCOC(=O)C1=C(C)NC(=O)NC1c1cc(Br)c(OC)c(OC)c1 (centres undefined)
4) Cc1ccc(S(=O)(=O)NCCNc2nc3c(C)cccc3cc2C#N)cc1
5) COC(=O)c1ccc(NC(=O)CSc2nc3c(cc2C#N)CCC3)cc1
6) CC(C)(C)c1ccc(NC(=S)NCCO)cc1
screen / no.	1	2	3	4	5	6
GPR151 activ	-0.6	-0.7	0.2	1.1	-0.2	0.3
TEAD-YAP inh	8	0	0	2	-46	-12
FBW7 act	0.1	-0.1	0.1	0.0	-0.1	-0.1
MITF primary	7	5	13	-3	3	-2

This part in full, repeating the preview:
1) O=C(NCc1ccco1)c1cc2n(n1)C(C(F)(F)F)CC(c1ccc(Br)cc1)N2 (centres undefined)
2) CCOc1ccccc1-n1c(SCC(=O)Nc2nccs2)nnc1-c1ccncc1
3) CCOC(=O)C1=C(C)NC(=O)NC1c1cc(Br)c(OC)c(OC)c1 (centres undefined)
4) Cc1ccc(S(=O)(=O)NCCNc2nc3c(C)cccc3cc2C#N)cc1
5) COC(=O)c1ccc(NC(=O)CSc2nc3c(cc2C#N)CCC3)cc1
6) CC(C)(C)c1ccc(NC(=S)NCCO)cc1
screen / no.	1	2	3	4	5	6
GPR151 activ	-0.6	-0.7	0.2	1.1	-0.2	0.3
TEAD-YAP inh	8	0	0	2	-46	-12
FBW7 act	0.1	-0.1	0.1	0.0	-0.1	-0.1
MITF primary	7	5	13	-3	3	-2

7) O=C1NC(=Nc2ccccc2Cl)S/C1=C\c1ccc(O)c([N+](=O)[O-])c1
8) COC(=O)c1ccc(NC(=O)c2cccc3c2C(=O)N(C2CCCCC2)C3)cc1
9) NC(=O)CSc1nc2ccccc2c2c1CCCC2
10) COc1cc(OC)c(/C=C(\C#N)C(=O)c2ccccc2)c(OC)c1
11) CCOc1cccc2c1OC(c1cccc(Cl)c1)N1N=C(c3cccc(OC)c3)CC21 (centres undefined)
12) O=C(CSCC(=O)NC1CCCC1)Nc1ccccc1
screen / no.	7	8	9	10	11	12
GPR151 activ	-1.7	-0.4	-1.6	-0.5	0.1	-1.9
TEAD-YAP inh	0	4	-7	-9	4	4
FBW7 act	-0.1	0.3	0.0	0.0	0.0	0.0
MITF primary	10	14	-1	12	8	5

13) COc1cccc2cc(C(=O)NCC34CC5CC(CC(C5)C3)C4)c(=O)oc12
14) CCC1CN(CC(=O)N2CCN(c3ccc(Cl)cn3)CC2)Cc2cc(OC)ccc2O1 (centres undefined)
15) O=c1ccc(-c2cccs2)nn1C[C@H]1CCCN1S(=O)(=O)c1cccc2nonc12
16) Cc1nn(-c2ccccc2)c2c1C(c1ccc3c(c1)OCO3)C(C#N)=C(N)O2 (centres undefined)
17) O=C(Nc1nc2c(Cl)cccc2s1)c1ccccc1Oc1ccccc1
18) Cc1nc2ncnn2c(C)c1CCC(=O)Oc1ccccc1
screen / no.	13	14	15	16	17	18
GPR151 activ	-0.7	0.8	0.8	0.1	3.2	1.0
TEAD-YAP inh	2	3	15	-5	8	7
FBW7 act	0.2	-0.1	0.0	0.3	-0.3	0.1
MITF primary	0	-3	-1	-6	4	15

19) NC(=O)NC(=O)COC(=O)c1cc(-c2ccccc2)nc2ccc(Br)cc12
20) O=C(c1nc2sccn2c1CN(CCO)Cc1cccs1)N1CCCCCCC1
21) O=[N+]([O-])c1ccc(S(=O)(=O)ON(c2ccccc2)S(=O)(=O)c2ccccc2)cc1
22) CCC(CC)C(=O)Nc1cccc(C(=O)Nc2cccnc2)c1
23) CCN1CCN(C2=C(Cl)C(=O)N(c3cccc(C(=O)OC)c3)C2=O)CC1
24) Cc1nc2ccccc2c(=O)n1-c1ccc(F)c(NS(=O)(=O)c2ccc3c(c2)OCCO3)c1
screen / no.	19	20	21	22	23	24
GPR151 activ	0.8	-0.2	-0.1	-0.7	0.7	0.0
TEAD-YAP inh	-11	10	-1	0	23	1
FBW7 act	-0.1	0.9	0.1	-0.1	0.3	-0.1
MITF primary	3	11	-7	5	13	-9

25) Cc1cc(C)cc(NC(=S)N2CCC(N(C)CC3CCCO3)CC2)c1 (centres undefined)
26) Cc1ccc(CN(C)C(=O)CC2C(=O)NCCN2CC2CCCCC2)cc1 (centres undefined)
27) CCOc1cc(C)c(S(=O)(=O)Nc2ccc(F)cc2)cc1C
28) CC(NS(=O)(=O)c1ccc(S(=O)(=O)N(C)C)cc1)c1cccs1 (centres undefined)
29) CC#CC(=O)N1CCC[C@@H]2CN(C(=O)Cc3ccc(F)cc3)CC[C@H]21
30) CCc1c(C)sc(NC(=O)c2cc3ccccc3oc2=O)c1C(N)=O
screen / no.	25	26	27	28	29	30
GPR151 activ	1.8	0.0	-0.4	-0.4	-0.9	-0.8
TEAD-YAP inh	3	3	7	-3	-12	-12
FBW7 act	-0.1	0.1	0.0	0.3	0.2	0.1
MITF primary	2	-7	-8	15	-4	9

31) O=S(=O)(c1ccccc1)c1nc(Nc2ncc(Br)s2)sc1Cl
32) Cc1ccc2oc(-c3ccc(N)cc3O)nc2c1
33) CCC(C)(C)N=C(NC#N)Nc1cccnc1
34) O=C(CC1CCCCC1)NCc1ccc(F)cc1
35) Cc1cccc(C(=O)Nc2ccc(-c3nc4cc(C)cc(C)c4o3)cc2)c1
36) CN(CCNC(=O)NC1CC(=O)N(c2cccc(F)c2)C1)Cc1ccccc1 (centres undefined)
screen / no.	31	32	33	34	35	36
GPR151 activ	0.2	-0.9	-0.3&0.7	0.0	-0.2	-0.1
TEAD-YAP inh	3	41*	-14	-38	-15	2
FBW7 act	0.1	-0.2	0.0&0.0	-0.2	0.1	0.1
MITF primary	12	-8	4&1	-4	7	13

37) C#CCOc1ccc(/C=C2/C(=O)ON=C2C)cc1OC
38) COCc1ccc(CN2CCC3(CC2)CC3C(=O)NCCc2ccccc2OC)o1 (centres undefined)
39) COc1ccccc1C(=O)Nc1ccc(NC(=O)c2ccccc2OC)nc1
40) COc1ccc2oc(=O)c(C(=O)N3CCc4ccccc43)cc2c1
41) O=C1C(=O)c2ccccc2C(O)=C1CC(=O)c1ccccc1
42) CC1CCC2(CC1)NC(=O)N(CC(=O)NC(C)c1ccc(Br)cc1)C2=O (centres undefined)
screen / no.	37	38	39	40	41	42
GPR151 activ	-1.5	-1.0	1.0	-0.3	1.2	-0.3
TEAD-YAP inh	0	-1	-6	3	-4	0
FBW7 act	0.1	0.1	-0.2	0.5	-0.3	0.1
MITF primary	20	19	8	6	8	11

43) CCOC(=O)C(Cc1ccccc1)C(=O)Nc1ccccc1C (centres undefined)
44) CCOC(=O)N1CCC(NC(=O)CN2N=C(c3ccc(Cl)cc3)CCC2=O)CC1
45) CC(C(=O)NCc1ccccc1)n1ncn2cccc2c1=O (centres undefined)
46) CCCCn1c(SCc2ccc(C)cc2)nc2c1c(=O)[nH]c(=O)n2C
47) CC(C)[C@@H](CO)Nc1ccnc2c(-c3ccccc3CO)cnn12
48) Cc1cc(C)nc(N(C#N)CCOc2ccc(Br)cc2)n1
screen / no.	43	44	45	46	47	48
GPR151 activ	3.9	0.0	-0.8	-1.2	0.2	0.4
TEAD-YAP inh	0	6	-8	-14	11	-2
FBW7 act	0.2	-0.2	0.1	0.2	0.0	0.2
MITF primary	9	5	10	-8	-25	1

Ordered by number of heavy atoms (rising): part of the list above.
48) Cc1cc(C)nc(N(C#N)CCOc2ccc(Br)cc2)n1
45) CC(C(=O)NCc1ccccc1)n1ncn2cccc2c1=O (centres undefined)
44) CCOC(=O)N1CCC(NC(=O)CN2N=C(c3ccc(Cl)cc3)CCC2=O)CC1
screen / no.	48	45	44
GPR151 activ	0.4	-0.8	0.0
TEAD-YAP inh	-2	-8	6
FBW7 act	0.2	0.1	-0.2
MITF primary	1	10	5

New compounds follow.
49) O=C(NS(=O)(=O)c1ccc(N=NN2CCOCC2)cc1)c1ccccc1
50) CCNc1nc(NCCCN2CCCC2=O)c2ncn(-c3ccccc3)c2n1
51) O=C(c1ccc(-c2ccccc2)cc1)N1CCN(Cc2ccccn2)CC1
52) CCOC(=O)Cc1ccc(N(Cc2ccc(F)cc2)S(=O)(=O)c2ccc([N+](=O)[O-])cc2)cc1
53) CCOC(=O)Cc1c(C)nc2cc(-c3ccc(Cl)cc3)[nH]n2c1=O
54) CCC(Sc1ccccc1)C(=O)Nc1nnc(C)s1 (centres undefined)
screen / no.	49	50	51	52	53	54
GPR151 activ	1.4	0.0	0.5	-0.8	-0.8	1.3
TEAD-YAP inh	-2	4	-9	5	-3	1
FBW7 act	0.1	-0.1	0.1	0.7	-0.3	-0.1
MITF primary	9	5	20	13	10	-3

55) N/C(=N\OC(=O)CCCOc1ccccc1)c1cccnc1
56) CCN(CC)C(=O)Cn1cnc2sc(C(=O)N3CCN(c4ccccc4OC)CC3)c(C)c2c1=O
57) OCC1(CC2CCCCO2)CCN(Cc2cccn2-c2cccnc2)CC1 (centres undefined)
58) CC(C)Oc1ccc(-c2nnc(SCC(N)=O)n2-c2ccccc2)cc1
59) CCC(=O)NNC(=O)CSc1nnc2c3c(C)c(C)sc3nc(C(C)C)n12
60) Cc1ccc2nc(Nc3nc4ccccc4[nH]3)nc(-c3ccccc3)c2c1
screen / no.	55	56	57	58	59	60
GPR151 activ	1.0	0.3	0.2	-0.3	0.5	-1.8
TEAD-YAP inh	1	-4	8	14	9	-2
FBW7 act	0.0	-0.1	0.3	0.0	0.0	0.6
MITF primary	11	-12	17	8	-1	14

61) O=C(COc1ccc(S(=O)(=O)NC2CCCCC2)cc1)NCCC1=CCCCC1
62) CSc1nc2c(c(=O)[nH]c(=O)n2C)n1CCC(C)C
63) O=[N+]([O-])c1ccccc1S(=O)(=O)n1nnc2ccccc21
64) COc1ccc(N(CC(=O)N2CCN(c3ccccc3)CC2)S(=O)(=O)c2ccc(C)cc2)cc1
65) CC(C)(C)C1=NN(CC(=O)NC2CCCC2)C(=O)c2cc3ccccc3n2C1
66) O=C(NCc1ccccc1)c1cccc(N2CCN(c3ccccn3)CC2)n1
screen / no.	61	62	63	64	65	66
GPR151 activ	0.0	-0.6	-0.1	-0.5	0.5	0.2
TEAD-YAP inh	7	-10	-12	-1	0	14
FBW7 act	-0.1	0.1	-0.1	0.1	-0.1	0.1
MITF primary	-16	-9	-5	0	0	2

67) O=C(NCc1ccccc1)c1ccc(CS(=O)(=O)c2ccc(Br)cc2)o1
68) O=C(Nc1nnc(-c2ccco2)o1)c1ccc(-c2ccccc2)cc1
69) COc1ccc(OCC(=O)N/N=C/c2ccc3c(c2)OCO3)c(Br)c1
70) CCCNC(=O)C1CC(c2ccc(F)cc2)=NO1 (centres undefined)
71) Fc1cccc(CSc2nc3ccccc3c3nc(CCN4CCCCC4)nn23)c1
72) CCOC(=O)c1ccc(NC(=O)N2CCC(NC(=O)OC(C)(C)C)CC2)cc1
73) CC(=O)Oc1ccc2c(=O)oc(COc3ccc(C)c(C)c3)nc2c1
74) O=C(Nc1ccccc1)c1ccccc1[N+](=O)[O-]
screen / no.	67	68	69	70	71	72	73	74
GPR151 activ	0.0	0.5	2.0	0.2	0.1	-1.1	0.8	-0.9
TEAD-YAP inh	1	-3	7	-10	-22	-4	2	-16
FBW7 act	0.0	0.0	-0.2	0.9	0.7	1.6	0.1	-0.1
MITF primary	13	8	-1	-23	4	0	-6	7

This is a random part of the collection; any-hit rate near 3.4%.
